CYP2C9 act: CYP2C9 (human) activation | P11712 | recombinant CYP2C9, luciferin-H conversion, luminescence; stronger effect = higher value; factor 1 = untreated enzyme, 0 = blocked | activation factor at 5 µM | actives 1.4% (n = 96,000) | AID 1024;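 active = activation factor of 2 or more for CYP2C9 at a 5 µM dose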;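 note: 0 = sulfaphenazole-blocked wells and 1 = vehicle-only wells; values of inactives mirror those of a sister screen read the other way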
LYP act: activators of human LYP (PTPN22) phosphatase | actives 0.11% (n = 96,000) | activation, % at 2 µM | recombinant LYP, DiFMUP fluorescence; 0 = plate median, 100 = signal doubled;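 active = activation at 2 µM above a set limit, the mean plus 5 SD, cut at about 37% in these data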
Ecoli WT expand: growth inhibitors of E. coli BW25113 wild type | actives 0.15% (n = 98,000) | OD600 absorbance | growth inhibition, % at 100 µM | AID 710;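 active = growth inhibition above about 50% at one test dose, limit read from the data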;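 note: growth measured after 20 h incubation at 37 °C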
PTK2B oligo ant: blocks oligomerization of human Pyk2 in cells. Q14289. AID 1347419. z-score (the deposit names both 25 µM and 10 µM). Q293 cells, Pyk2 FERM NanoBiT luminescence; stronger effect = lower value. actives 0.83% (n = 99,000);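 active = Z-score of -3 or lower, scaled per plate to the spread of control and sample wells; inactive = z-score above -3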;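 note: negative z-score means lost luminescence so less FERM oligomerization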
Target sequence (Q14289 whole entry, looked up): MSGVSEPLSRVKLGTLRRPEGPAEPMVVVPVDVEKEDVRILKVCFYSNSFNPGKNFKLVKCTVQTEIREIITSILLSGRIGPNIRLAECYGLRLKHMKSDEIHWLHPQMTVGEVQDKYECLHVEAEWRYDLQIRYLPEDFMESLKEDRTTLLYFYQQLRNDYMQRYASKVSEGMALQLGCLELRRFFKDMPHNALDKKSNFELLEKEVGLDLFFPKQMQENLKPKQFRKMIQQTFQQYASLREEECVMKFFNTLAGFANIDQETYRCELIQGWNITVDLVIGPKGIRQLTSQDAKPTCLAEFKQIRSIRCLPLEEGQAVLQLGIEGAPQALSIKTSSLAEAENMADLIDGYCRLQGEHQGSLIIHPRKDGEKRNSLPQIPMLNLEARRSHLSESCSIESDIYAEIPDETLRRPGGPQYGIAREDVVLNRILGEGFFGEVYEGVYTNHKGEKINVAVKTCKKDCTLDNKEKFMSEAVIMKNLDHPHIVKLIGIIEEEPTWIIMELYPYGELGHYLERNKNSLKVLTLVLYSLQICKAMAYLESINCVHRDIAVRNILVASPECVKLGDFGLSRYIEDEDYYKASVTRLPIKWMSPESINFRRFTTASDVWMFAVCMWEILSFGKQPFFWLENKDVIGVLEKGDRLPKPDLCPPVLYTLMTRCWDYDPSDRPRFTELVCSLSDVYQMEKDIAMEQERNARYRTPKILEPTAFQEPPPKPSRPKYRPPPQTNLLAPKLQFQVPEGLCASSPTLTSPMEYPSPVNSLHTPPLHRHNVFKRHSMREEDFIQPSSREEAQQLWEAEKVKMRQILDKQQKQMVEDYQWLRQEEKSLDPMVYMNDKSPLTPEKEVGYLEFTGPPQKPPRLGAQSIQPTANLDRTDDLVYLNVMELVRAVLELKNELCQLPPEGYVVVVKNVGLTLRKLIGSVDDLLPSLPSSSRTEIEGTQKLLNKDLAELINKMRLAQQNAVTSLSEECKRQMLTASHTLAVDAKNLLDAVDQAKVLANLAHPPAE
PostGolgi ctrl: growth of the yeast control strain, post-Golgi counter-screen | actives 5% (n = 98,000) | AID 738 | inhibition, % at 10 µM | efflux-deficient yeast background strain, growth absorbance A615, 16 h
DAT uptake mod: modulates human dopamine transporter uptake under cocaine | AID 449768 | actives 1.3% (n = 110,000) | Q01959 | LLC-PK1 hDAT cells, [14C]-dopamine uptake with cocaine IC80; actives deviate in either direction | B-score at 10 µM;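 active = Z score or B-score, a plate-position-corrected score, falls beyond the plate's 99.7% confidence bounds, in either direction; inactive = both scores lie inside the 99.7% bounds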;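 note: scored against the spread of the other compound wells on the same plate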
PostGolgi yeast: growth inhibition of a yeast mutant, post-Golgi transport screen. AID 739. post-Golgi transport phenotypic cell assay. actives 0.9% (n = 98,000). inhibition, % at 10 µM;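 note: yeast cells grown in 1536-well plates; yeast grown about 18 h at 30C before absorbance read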
LYP inh 2: inhibitors of human LYP (PTPN22) phosphatase. Q9Y2R2. recombinant LYP catalytic domain, DiFMUP fluorescence. inhibition, % at 2 µM. actives 0.21% (n = 96,000). AID 640;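 active = inhibition at 2 µM at or above a set limit, the screen mean plus 3 SD, cut at about 24% in these data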;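 note: 0% = DMSO with enzyme and 100% = enzyme fully blocked by orthovanadate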
CYP2C9 inh: inhibitors of human CYP2C9 | P11712 | CYP2C9 Supersomes, luciferin-H conversion, luminescence | inhibition, % at 5 µM | actives 20% (n = 96,000);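 active = blocking of liver enzyme CYP2C9 beyond about 50% at 5 µM, limit read from the data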; note: values of inactives mirror those of a sister screen read the other way
Numbers without * were called inactive; · = no result given. Cut-off read from the data, not from the text of the source, unless noted: active = inhibition above about 30%; inactive = the rest.

smiles | CYP2C9 act | LYP act | Ecoli WT expand | PTK2B oligo ant | PostGolgi ctrl | DAT uptake mod | PostGolgi yeast | LYP inh 2 | CYP2C9 inh
Cc1ccc(CNC(=O)Cn2c(=O)oc3ccccc32)o1 | 1 | 10 | 2 | 0.17 | 40* | 0.65 | 1 | -11 | 0
COC(=O)c1ccc(N2C(=O)CC(N(C)Cc3ccccc3)C2=O)cc1 (centres undefined) | 1.1 | 1 | -10 | -0.53 | -2 | -1.2 | 15 | -3 | -15
CCOC(=O)c1c(NC(=O)CC2SC(=NC)N(C)C2=O)sc(C)c1C (centres undefined) | 0.7 | -5 | -1 | -0.07 | -17 | -0.93 | -2 | 1 | 32
CCOC(=O)c1[nH]c(=O)[nH]c1CSc1ccccn1 | 1.3 | -4 | -6 | 0.55 | 1 | 0.35 | -7 | 3 | -28
CCOC(=O)c1nnc(-c2ccc(C)cc2)nc1Oc1ccc(Cl)cc1Cl | 0.6 | -4 | -15 | 0.98 | 35* | -2.7* | 12 | 5 | 39
O=C(c1cccnc1)N1CCC(c2nc3ccccc3[nH]2)CC1 | 1 | -9 | 2 | · | 13 | -1 | -11 | 7 | 1
O=C(CC1CCCC1)Nc1ccc2c(c1)CCC2 | 0.8 | -2 | 11 | -0.78 | -1 | 0.5 | -5 | 4 | 19
Nn1c(SCC(=O)Nc2ccccc2F)nc2ccccc2c1=O | 0.8 | 4 | -3 | -0.95 | -6 | -1.1 | -7 | -1 | 16
COc1ccc(F)cc1S(=O)(=O)NC1CCCC1 | 0.7 | 12 | 8 | 0.17 | 4 | -0.82 | -3 | -11 | 32
COc1cc(C)ccc1OCCCOc1ccccc1Cl | 0.9 | 6 | 6 | -1.4 | 4 | 0.0066 | -3 | -4 | 6
CCn1c(SCC(=O)N2c3ccccc3Sc3ccccc32)nc2c1c(=O)n(C)c(=O)n2C | 0.6 | · | · | 0.4 | · | 0.047 | · | · | 38
COc1ccc(S(=O)(=O)N2CCN(C)CC2)cc1Br | 1.8 | 6 | 1 | -0.49 | 0 | -0.95 | 1 | -5 | -78
Cc1cccc(CCNC(=O)C2CCCN(S(=O)(=O)c3cnc[nH]3)C2)c1 (centres undefined) | 0.2 | 1 | 4 | · | 1 | -0.031 | -16 | -4 | 77*
CCOc1ccc(S(=O)(=O)N2CCc3ccccc3C2)cc1 | 1.2 | 4 | -15 | -0.7 | 23 | 0.15 | 3 | -7 | -20
CCCCOCCCNC(=O)c1ccc(NC(C)=O)cc1 | 0.9 | -3 | -7 | 0.27 | 0 | 0.75 | 4 | 6 | 14
CCOc1ccc(CN(C(=O)c2cc3ccccc3oc2=O)C2CC2)cc1 | · | -11 | · | -1.6 | · | 1.6 | · | 10 | ·
Cc1cccc2cc(C(c3nnnn3Cc3ccc4c(c3)OCO4)N3CCCC3)c(=O)[nH]c12 (centres undefined) | 0.5 | -10 | 1 | 0.22 | 11 | -0.54 | 7 | 9 | 50*
CC(C)=C1C2CCC1C(C(=O)NCc1ccccc1)C2C(=O)O (centres undefined) | 0.9 | 3 | 4 | -0.43 | -3 | 0.6 | 1 | -5 | 14
COC(=O)C1=C(C)OC(N)=C(C#N)C1c1cccnc1 (centres undefined) | 0.9 | 5 | -3 | 0.22 | -1 | -0.054 | 4 | -6 | 8
CCC(Sc1nc2ccc(N)cc2s1)C(=O)Nc1nccs1 (centres undefined) | 0.4 | 24 | 1 | -0.6 | 6 | -0.26 | -8 | -23 | 62*
Cc1cc(C(=O)NCCCN2CCCC2=O)cs1 | 1.1 | -8 | 12 | -0.08 | 1 | 0.76 | 5 | 5 | -6
CCN(CC)S(=O)(=O)c1ccc(N(C)Cc2cccnc2)nc1 | 0.3 | -2 | -1 | 0.19 | -3 | 0.0071 | -13 | 5 | 68*
Cc1cc(NC(=O)CN2CCCCC2C)no1 (centres undefined) | 1.1 | -7 | 1 | 1.7 | 2 | -0.91 | 1 | 7 | -7
Cc1ccc(C2NC(=O)Cc3ccccc32)cc1 (centres undefined) | 1 | -3 | -3 | 0.05 | -3 | 0.16 | 0 | 4 | 2
Cc1ccc(-n2cnc(=O)c3cccnc32)cc1 | 1.1 | -4 | -3 | 1.7 | 10 | -1.6 | -19 | 6 | -11
CCOC(=O)c1c(C)c(C(=O)N(C)C2CCCCC2)c(C)n1C | 0.5 | · | -5 | 0.91 | 10 | 1.5 | 3 | · | 48
O=C1CC(N(Cc2ccco2)C(=O)Nc2ccc(F)cc2)C(=O)N1c1ccc(F)cc1 (centres undefined) | 0.5 | 8 | 1 | 0.31 | 7 | 1.3 | -14 | -4 | 52*
O=C(NCCc1ccccc1F)C1CCCN1S(=O)(=O)c1ccc2ccccc2c1 (centres undefined) | · | -9 | · | -0.7 | · | 0.62 | · | 9 | ·
N#CC1=C(N)Oc2cc(O)ccc2C1c1ccncc1 (centres undefined) | 0.1 | 2 | 11 | -0.13 | -2 | 0.31 | -3 | -5 | 92*
CN(C)CCNc1ncnc2ccccc12 | 1.1 | -5 | 2 | -0.61 | 16 | 0.037 | -1 | 4 | -5

Overlap with the part before: three compounds, then new ones.
smiles | CYP2C9 act | LYP act | Ecoli WT expand | PTK2B oligo ant | PostGolgi ctrl | DAT uptake mod | PostGolgi yeast | LYP inh 2 | CYP2C9 inh
O=C(NCCc1ccccc1F)C1CCCN1S(=O)(=O)c1ccc2ccccc2c1 (centres undefined) | · | -9 | · | -0.7 | · | 0.62 | · | 9 | ·
N#CC1=C(N)Oc2cc(O)ccc2C1c1ccncc1 (centres undefined) | 0.1 | 2 | 11 | -0.13 | -2 | 0.31 | -3 | -5 | 92*
CN(C)CCNc1ncnc2ccccc12 | 1.1 | -5 | 2 | -0.61 | 16 | 0.037 | -1 | 4 | -5
Cc1ccc(C)c(NC(=O)CCc2ccc(S(=O)(=O)NC3CCCCC3)cc2)c1 | 0.2 | 12 | 0 | 0.66 | 2 | 1.1 | 20 | -14 | 76*
CC(C)C(=O)Nc1nnc(Sc2ccc(N(C)C)cc2)s1 | 1 | -3 | -12 | -1.4 | 1 | -0.55 | 9 | 3 | -4
CC1=NOC(=O)/C1=C\c1ccc(-c2cc(Cl)ccc2Cl)o1 | 1 | -6 | -3 | 0.98 | 0 | -0.084 | 2 | 8 | 4
Cc1sc(NC(=O)CSc2nnc(CCNC(=O)c3cccs3)n2C)nc1-c1ccccc1 | · | -7 | · | -0.71 | · | 0.34 | · | 5 | ·
Clc1ccc(CSc2nnc(CN3CCOCC3)n2-c2ccccc2)cc1Cl | 0.4 | -8 | 10 | 0 | 9 | 2.6 | -1 | 10 | 62*
O=C(Cn1c(=O)oc2ccccc21)NC(=O)NCc1ccco1 | 0.7 | 1 | 8 | 0.27 | 14 | -1.1 | -3 | 3 | 29
O=C1c2ccccc2C(=O)N1CC(O)COCc1ccccc1 (centres undefined) | 1 | 5 | 6 | -0.21 | -2 | -0.56 | 5 | -8 | -1
CCc1nnc(NC(=O)CN2C(=O)c3ccccc3C2=O)s1 | 0.9 | · | -5 | 2.1 | 3 | -0.78 | 2 | · | 5
O=C(CN1C(=O)COc2ccccc21)c1cccc(Cl)c1 | 0.1 | · | 2 | -0.86 | 7 | -0.081 | 6 | · | 93*
COc1cc2[nH]c(=S)n(NC(=O)CC(C)C)c(=O)c2cc1OC | 1 | 8 | -4 | 2 | 13 | 0.48 | 1 | -8 | 2
Cc1cc(=O)[nH]c(SCCOc2ccc(OC(C)C)cc2)n1 | 0.3 | -1 | -7 | 0.59 | 12 | 1 | 0 | 0 | 75*
Cc1ccc2c(c1)N(CCC(=O)NCc1ccco1)C(=O)CO2 | 1.1 | -4 | -6 | -0.32 | 8 | 1.5 | -1 | 4 | -13
NC(=O)CSc1nnc(Cc2ccc3c(c2)OCO3)n1C1CCCCC1 | 1.1 | -1 | 0 | 0.47 | 7 | 0.02 | -5 | -1 | -8
COC(=O)c1nn(-c2ccc3c(c2)OCO3)cc1O | 0.9 | 12 | 8 | -0.32 | 37* | 0.14 | 4 | -10 | 7
CCc1ccc(OCC(=O)NC(=S)Nc2ccc(C(C)=O)cc2)c(Br)c1 | 0.7 | 5 | 1 | -0.18 | 5 | 0.6 | 12 | -2 | 30
C=C(C)Cn1c(SCC)nc2ccccc2c1=O | 0.7 | -9 | 3 | -0.38 | 44* | -0.81 | 1 | 11 | 35
CC(=O)Oc1cccc(N2C(=O)CC(Nc3ccc(N4CCOCC4)cc3)C2=O)c1 (centres undefined) | 0.8 | -6 | -3 | -0.94 | 17 | 0.36 | 2 | 10 | 20
CN(C)S(=O)(=O)c1ccc(C(=O)Nc2cccc(C(=O)O)c2)cc1 | 1 | -1 | -6 | -0.31 | 20 | 0.85 | -12 | 0 | 4
Fc1ccc(CNc2ncnc3c2cnn3-c2ccccc2)cc1 | 0.4 | 14 | -8 | -1.1 | 12 | -0.62 | -2 | -14 | 58*
CCOc1ccc(-c2nnc(-c3cccs3)o2)cc1OCC | 1.1 | 35 | -5 | 0.04 | 14 | -0.21 | 2 | -36 | -10
CCCN(CCC)C(=O)Cn1c(=O)n(CCCCC(=O)NCc2ccco2)c(=O)c2ccccc21 | 0.3 | 2 | 2 | -0.48 | -1 | -0.25 | 6 | -4 | 69*
CCOC(=O)CNS(=O)(=O)c1cc(-c2nn(C)c(=O)c3ccccc23)ccc1C | 0.6 | 4 | 1 | 0.94 | 30 | 0.84 | -4 | -6 | 42
O=C(CCCC(=O)N(CC(=O)NC1CCCCC1)Cc1ccco1)Nc1ccccn1 | 0.9 | · | -2 | -0.13 | -9 | 0.51 | -8 | · | 10
O=C(Nc1ccc(S(=O)(=O)N2CCCC2)cc1)N1c2ccccc2Sc2ccccc21 | 0.3 | -4 | -14 | -1.1 | 18 | -0.75 | -3 | 9 | 74*
COc1ccc(CN2CCN(C(=O)C3CC(=O)N(C4CCCCCC4)C3)CC2)c(OC)c1OC (centres undefined) | 0.9 | -6 | 6 | 3.5 | 2 | -0.52 | -6 | 4 | 14
CCn1nnnc1SCC(=O)Nc1cccc(NC(C)=O)c1 | 1.1 | 3 | 6 | 1.5 | -1 | -0.85 | 11 | 0 | -7
Cc1ccc(S(=O)(=O)Oc2cccc(N3C(=O)C4CC=CCC4C3=O)c2)cc1 (centres undefined) | 1.4 | -4 | 6 | 0.69 | 17 | -0.46 | -1 | 4 | -38
CC(C)(C)NC(=O)C1CC(=O)OC1(C)C (centres undefined) | 1 | 9 | 1 | 0.05 | 6 | -1.9 | -1 | -12 | -4
CC(=O)Nc1nc(C)c(C(C)=O)s1 | 1 | 9 | 2 | -0.41 | 6 | -0.3 | 3 | -7 | 5
COc1ccc(-c2nc3c(c(=O)[nH]c(=O)n3Cc3ccccc3)n2C)cc1 | 1 | -3 | 1 | -0.91 | 2 | -0.59 | 5 | 0 | 1
CC(=C1C(=O)c2ccccc2C1=O)N1CCN(Cc2ccccc2)CC1 | 0.9 | 2 | -8 | 1.3 | -5 | 0.09 | 7 | -3 | 10
CC(=O)c1ccc(NC(=O)Nc2ccc(NS(=O)(=O)c3ccc(C)cc3)cc2)cc1 | 0.9 | 3 | -5 | 1.2 | -2 | 0.47 | -3 | 1 | 8
CCCNC(=O)COC(=O)c1ccc(Cl)c(S(=O)(=O)N2CCCC2)c1 | 1 | 0 | 5 | -0.02 | 14 | -0.0035 | 11 | 2 | 4
CCCOc1cccc(C(=O)Nc2nnn(CCC)n2)c1 | 0.6 | -4 | 13 | -0.98 | -2 | -0.67 | 12 | 3 | 39

High-throughput results as filed in PubChem.
